Gli-Sufu antag – blocks Gli-Sufu signaling in a luciferase reporter; inhibition, % at 5 µM; AID 588413; actives 0.74% (n = 340,000); Sufu-KO-LIGHT fibroblasts, Gli luciferase reporter luminescence;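 active = inhibition above about 55%, limit read from the data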;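 also: 0% = DMSO-treated cells and 100% = wells with medium but no cells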
SENP7 inh – blocks the human protease SENP7 | inhibition, % at 5 µM | actives 1.5% (n = 330,000) | recombinant SENP7, Z-RLRGG-aminoluciferin luminescence, 40 min;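 active = inhibition above about 50% at the single test dose, limit read from the data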;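 also: plate controls were DMSO with enzyme for no effect and no enzyme buffer wells for full effect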
SENP8 block – SENP8 protease inhibition | actives 1.2% (n = 330,000) | Q96LD8 | AID 2540 | purified SENP8, Z-RLRGG-aminoluciferin cleavage, luminescence | inhibition, % at 10 µM
Jurkat NFkB inh – lowers PMA/ionomycin-induced NF-kB signal in Jurkat cells. PMA/ionomycin-induced NF-kB luciferase reporter, luminescence. inhibition, % at 4 µM. actives 0.53% (n = 330,000). AID 435003
UBC13 inh – blocks human UBC13 polyubiquitin chain formation. AID 485273. inhibition, % at 20 µM. P61088. actives 0.47% (n = 330,000). TR-FRET; in the data active = inhibition above about 45%, passing the limit was not always enough
697 NFkB inh – lowers PMA/ionomycin-induced NF-kB signal in 697 B cells; 697 B-cell NF-kB luciferase reporter, 16 h; inhibition, % at 4 µM; actives 0.33% (n = 330,000); AID 435022; in the data active = inhibition above about 35%
HKDC1 inhibitor – HKDC1 (human) hexokinase inhibition. inhibition, % at 20 µM. actives 0.16% (n = 340,000). AID 493160. recombinant HKDC1, G6PDH/diaphorase resazurin coupled fluorescence;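 active = inhibition above about 35% when tested at 20 µM, limit read from the data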;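 also: plate controls were DMSO wells with enzyme for no effect and DMSO wells lacking enzyme for full effect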
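System: Recombinant HKDC1 hexokinase | Amount: HKDC1 at 5 µg/mL | Reagent: Glucose with 1 mM ATP | Doses: Single 20 µM dose | Incubation: Reaction time 90 min, room temperature, protected from light | Signal: Coupled resazurin fluorescence, excitation 525 nm, emission 613 nm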
Apaf-1 inh – human Apaf-1 inhibition; reconstituted apoptosome caspase-3 activity, DEVD-Rh110 fluorescence; inhibition, % at 20 µM; actives 0.71% (n = 330,000); AID 489030; active = inhibition of at least 40% at 20 µM;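 also: plate controls were DMSO wells for no effect and DEVD-CHO caspase inhibitor wells for full effect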
Target sequence (O14727 whole entry, looked up): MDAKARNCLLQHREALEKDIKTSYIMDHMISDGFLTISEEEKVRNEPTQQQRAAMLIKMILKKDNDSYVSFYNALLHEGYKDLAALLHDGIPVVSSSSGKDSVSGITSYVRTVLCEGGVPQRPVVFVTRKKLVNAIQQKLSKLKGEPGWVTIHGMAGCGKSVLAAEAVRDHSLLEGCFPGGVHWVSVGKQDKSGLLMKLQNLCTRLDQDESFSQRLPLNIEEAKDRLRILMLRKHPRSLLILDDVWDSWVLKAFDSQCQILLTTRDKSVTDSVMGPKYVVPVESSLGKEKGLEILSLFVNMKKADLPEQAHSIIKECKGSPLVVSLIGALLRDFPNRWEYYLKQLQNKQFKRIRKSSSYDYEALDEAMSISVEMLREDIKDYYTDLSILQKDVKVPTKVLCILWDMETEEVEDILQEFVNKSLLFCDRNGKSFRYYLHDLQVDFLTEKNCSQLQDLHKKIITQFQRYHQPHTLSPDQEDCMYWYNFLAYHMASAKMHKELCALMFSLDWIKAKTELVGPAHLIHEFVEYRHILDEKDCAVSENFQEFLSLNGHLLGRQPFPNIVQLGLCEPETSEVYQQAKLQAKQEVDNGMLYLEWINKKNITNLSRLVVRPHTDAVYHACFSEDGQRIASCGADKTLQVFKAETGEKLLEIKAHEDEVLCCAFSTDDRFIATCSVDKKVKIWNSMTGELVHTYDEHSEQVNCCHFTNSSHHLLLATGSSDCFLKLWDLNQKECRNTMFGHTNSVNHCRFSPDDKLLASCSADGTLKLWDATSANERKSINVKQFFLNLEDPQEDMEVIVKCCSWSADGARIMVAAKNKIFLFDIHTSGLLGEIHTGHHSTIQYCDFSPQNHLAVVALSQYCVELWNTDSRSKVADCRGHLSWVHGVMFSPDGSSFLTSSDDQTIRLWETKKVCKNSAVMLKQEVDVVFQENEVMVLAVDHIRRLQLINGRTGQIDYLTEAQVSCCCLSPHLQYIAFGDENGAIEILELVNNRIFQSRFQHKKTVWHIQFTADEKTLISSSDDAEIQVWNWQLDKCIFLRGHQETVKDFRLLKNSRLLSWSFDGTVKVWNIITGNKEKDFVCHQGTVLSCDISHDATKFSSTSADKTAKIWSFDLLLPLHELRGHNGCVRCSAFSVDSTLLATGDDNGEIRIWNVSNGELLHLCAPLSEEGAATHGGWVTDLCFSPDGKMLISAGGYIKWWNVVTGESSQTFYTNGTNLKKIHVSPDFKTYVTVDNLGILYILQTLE
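System: Apoptosome proteins | Medium: Hepes pH 7.5 with detergent and BSA | Also added: Cytochrome c trigger plus (Z-DEVD)2-Rh110 caspase-3 substrate | Incubation: 30 min compound preincubation, 50 min activation, room temperature | Detection: Rhodamine 110 fluorescence at Ex 480/Em 540 nm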
* = called active by the depositor; i = inactive; . = no result given. Rule as the data show it, unless noted: active = inhibition above about 50%; inactive = the rest. Outcome played no part in choosing rows; any-hit rate near 3.6%.

A first look, four compounds:
Screens in order: Gli-Sufu antag, SENP7 inh, SENP8 block, Jurkat NFkB inh, UBC13 inh, 697 NFkB inh, HKDC1 inhibitor, Apaf-1 inh
1	NC(=O)CSc1nnc(-c2ccc(S(=O)(=O)N3CCOCC3)cc2)n1Cc1ccccc1
    -6, 12, 2, -12, 2, 14, 2, -4
2	COc1ccc(-n2nc(N)c(C(N)=O)n2)cc1
    -16, 3, -2, -2, 14, 3, -1, 12
3	Cc1cc(C(F)(F)F)n2nc(-c3cnn(C)c3C(F)(F)F)c(Cl)c2n1
    -1, -8, 7, 0, -12, -28, 0, 12
4	N#CC1=C(N)C(C#N)(C#N)[C@H](c2ccncc2)[C@H]2CN(C(=O)OCc3ccccc3)CC=C12
    -8, 0, 2, -7, 8, 13, 17, 3

Results, repeating the preview:
Screens in order: Gli-Sufu antag, SENP7 inh, SENP8 block, Jurkat NFkB inh, UBC13 inh, 697 NFkB inh, HKDC1 inhibitor, Apaf-1 inh
1	NC(=O)CSc1nnc(-c2ccc(S(=O)(=O)N3CCOCC3)cc2)n1Cc1ccccc1
    -6, 12, 2, -12, 2, 14, 2, -4
2	COc1ccc(-n2nc(N)c(C(N)=O)n2)cc1
    -16, 3, -2, -2, 14, 3, -1, 12
3	Cc1cc(C(F)(F)F)n2nc(-c3cnn(C)c3C(F)(F)F)c(Cl)c2n1
    -1, -8, 7, 0, -12, -28, 0, 12
4	N#CC1=C(N)C(C#N)(C#N)[C@H](c2ccncc2)[C@H]2CN(C(=O)OCc3ccccc3)CC=C12
    -8, 0, 2, -7, 8, 13, 17, 3
5	Cc1cc(NC(=O)CSc2nc(C)c(C)c(=O)[nH]2)no1
    -4, -5, -7, 9, 0, 17, 2, -5
6	O=C(COC(=O)/C=C/c1ccccc1)NC(=O)NC1CCCCC1
    -4, 16, -4, 11, 5, 20, -4, 11
7	c1ccc2c(C[C@@H]3CNCCN3CCCCC3CCCCC3)cccc2c1
    2, 4, -10, 2, 74*, 11, 10, 71*
8	Cc1nc(Sc2ccccc2)c(C#N)c(C)c1[N+](=O)[O-]
    -1, -3, -11, -1, 2, -7, 3, -3
9	CCOc1cc(/C=N/Nc2cc(C)nc3ccc(C)cc23)ccc1O
    -10, 10, -5, -33, 9, -3, 1, 6
10	CCOC(=O)Cn1c(=O)oc2cc(S(=O)(=O)NCCc3ccc(OCC)c(OCC)c3)ccc21
    -1, 4, 7, -10, 7, 14, -9, 0
11	CC(=O)c1cccc(-n2nnnc2SCC(=O)Nc2cccc(NC(=O)c3ccco3)c2)c1
    0, 0, -5, 4, 9, 11, 2, -16
12	CC(NC(=O)CNC(=O)OCc1ccccc1)C(=O)N1CC(O)CC1C(=O)OCc1ccccc1 (stereo not given)
    0, -11, -18, -6, -12, -3, -6, 4
13	CCCC(OC(=O)CC1Sc2ccccc2NC1=O)C(=O)NCc1ccco1 (stereo not given)
    -3, -12, -6, 8, -8, 4, -10, 7
14	CC(C)(C)C(=O)Nc1nnc(CSCc2ccccc2F)s1
    -15, 0, -2, 7, 3, -5, -3, -1
15	CCOc1ccc([C@@H]2CC=C(C(=O)O)[C@H](c3ccc(Cl)cc3)N2S(=O)(=O)c2ccc(C)cc2)cc1
    -2, -14, -8, 2, -14, 7, 4, 22
16	Cc1ccc(NS(=O)(=O)c2cccc(C(=O)N3CCCCCC3)c2)cc1
    4, -4, 0, 19, 4, 4, -2, 17
17	CC(C)CN1C(=O)C(NC(=O)C2CC2)(C(F)(F)F)C2=C1CC(C)(C)CC2=O (stereo not given)
    21, -1, -1, -3, 5, 6, -2, 0
18	COc1ccc2cc(Br)ccc2c1CC(=O)NCCCN1CCOCC1
    -2, 4, -3, -5, -5, -6, -5, 6
19	Cc1cc(S(=O)(=O)N2CCCC2)ccc1OCC(=O)N1CCC(C(N)=O)CC1
    6, 0, -8, 16, 3, 8, -7, -1
20	Cc1ccc(N(CC(=O)NCc2ccc(F)cc2)C(=O)c2csnn2)cc1C
    -2, -5, -16, -2, 0, -1, -4, 8
21	CCOC(=O)C1CCCN(c2ncnc3c2oc2ccccc23)C1 (stereo not given)
    -6, -2, -8, -36, -1, -59, -2, 12
22	O=C(NN1C(=O)c2cc(Br)ccc2NC1c1cc(Br)cc(Br)c1O)c1ccncc1 (stereo not given)
    6, 6, 11, 8, -5, 6, -1, 1
23	COc1ccccc1C(=O)NCCC(=O)NCCCSc1ccccc1
    0, 0, 12, 3, 4, 9, -3, 5
24	CCOC(=O)c1ccc(NC(=O)COc2ccc(-n3cnnn3)cc2)cc1
    -11, 0, -2, -5, -13, 1, -6, 4
25	Cc1ccc(NC(=O)CSc2nc(=O)n(CCCN3CCOCC3)c3c2CCCC3)cc1F
    7, 1, 5, -8, 0, -10, 2, 12
26	COc1ccc(-c2oc(=O)c3cc(OC)c(OC)cc3c2/C=C/c2cccc([N+](=O)[O-])c2)cc1
    23, 3, 4, -5, -14, 7, -1, 4
27	CCOc1cc(N2CCOCC2)c(OCC)cc1NC(=O)CSc1nc(N)cc(=O)[nH]1
    -4, 3, 2, -10, -2, 14, 2, -2
28	Cc1ccc(C(=O)/C=C2\NCC(C)NC2=O)cc1 (stereo not given)
    8, 4, -6, -98, -2, -143, -6, 9
29	O=S(=O)(NCc1ccccc1)c1ccc(NC(=S)NCc2ccco2)cc1
    33, -4, 12, 3, 4, 13, -3, 13
30	O=C1CN(C(=O)COC(=O)c2cccs2)c2ccccc2N1
    -11, 2, -4, 10, 0, 10, -4, 2
31	Cc1ccc(CS(=O)(=O)c2ccc(C(=O)N3CCCCC3)cc2[N+](=O)[O-])cc1
    6, -1, 0, 11, 2, 9, 1, 5
32	CNc1ccccc1NC(=O)CCn1c(=S)oc2ccccc21
    1, -3, 4, 1, 3, 13, -2, -10
33	Cn1c(CNC(=O)c2ccccc2F)nnc1SCc1ccc(F)cc1
    2, -16, -9, 2, -19, -7, -1, -10
34	Fc1ccccc1N1CCN(c2nc(-c3cccs3)nc3ccccc23)CC1
    12, -4, 0, 10, 16, 2, 0, 8
35	COC(=O)C1CCN(C(=O)COc2ccc(Cl)cc2)CC1
    -20, 7, -3, 5, 6, 3, -5, 2
36	COc1cc(C(=O)NCc2cccc(Cl)c2)ccc1OCC(=O)N1CCOCC1
    -8, -4, -4, 4, 2, 2, -4, 0
37	CCN(CC)C1=CC2=CC(=C(C#N)C#N)CCC2CC1 (stereo not given)
    -29, 3, 1, -11, i, -12, -9, -141
38	CCn1cc(CN2CCN(CCC(C)C)C(CCO)C2)c2ccccc21 (stereo not given)
    22, -15, -8, 1, 3, -9, -4, -5
39	CCCCNC(=O)N(O)C1N(CCCC)C(=O)N(CC(=O)OC)C1(C)C (stereo not given)
    4, 1, 4, 1, -2, 3, -2, -8
40	CCN(CC)CCOC(=O)c1cc(Cl)c(N)cc1OC
    -1, 5, -2, -18, -5, -9, -7, -2

Copied from above: nos. 39–40
Screens in order: Gli-Sufu antag, SENP7 inh, SENP8 block, Jurkat NFkB inh, UBC13 inh, 697 NFkB inh, HKDC1 inhibitor, Apaf-1 inh
39	CCCCNC(=O)N(O)C1N(CCCC)C(=O)N(CC(=O)OC)C1(C)C (stereo not given)
    4, 1, 4, 1, -2, 3, -2, -8
40	CCN(CC)CCOC(=O)c1cc(Cl)c(N)cc1OC
    -1, 5, -2, -18, -5, -9, -7, -2

Continued.
Screens in order: Gli-Sufu antag, SENP7 inh, SENP8 block, Jurkat NFkB inh, UBC13 inh, 697 NFkB inh, HKDC1 inhibitor, Apaf-1 inh
41	CC(NC(=O)/C(C#N)=C1\N=C(NC(=O)c2ccco2)c2ccccc21)c1ccccc1 (stereo not given)
    28, 4, 2, 2, 2, 6, 6, -10
42	CC(C)CCn1nnnc1C(c1ccc(N(C)C)cc1)N1CCN(C(=O)c2ccco2)CC1 (stereo not given)
    6, -7, 0, -12, -8, -30, 6, 7
43	CC(C)C(NC(=O)C12CC3CC(CC(C3)C1)C2)C(=O)NC1=NCCS1 (stereo not given)
    ., -1, -3, 0, 4, -9, ., 15
44	OCCN(CCO)CC(O)Cn1c2ccccc2c2ccccc21 (stereo not given)
    11, -5, -4, 2, 3, -4, -13, 8
45	O=C(Nc1cccc(-c2nc3cc(Cl)ccc3o2)c1)C1CCCO1 (stereo not given)
    -63, 12, -2, 5, 6, -76, -9, 7
46	COc1ccc(/C=C2\CCC(C3CCCC3)C2=O)c(OC)c1 (stereo not given)
    -7, -7, -9, -28, -8, -44, 0, 10
47	CC(C)[N+]1=C2C=CC=CC=C2SC12C([N+](=O)[O-])=CC(=[N+]([O-])[O-])C=C2[N+](=O)[O-] (stereo not given)
    4, -2, -6, 1, -9, 0, 6, -2
48	Cc1ccc(CNC(=O)/C=C/c2c(Cl)cccc2Cl)cc1
    -7, -5, -2, -8, 12, 4, 14, -9
49	CCCCCOc1ccc(CSC(=N)N)cc1[N+](=O)[O-]
    9, -2, 5, 0, 20, -17, -8, -15
50	COc1ccc(N/C=C2\C(=O)c3c(sc(C)c3C)N(C)S2(=O)=O)cc1
    -18, -1, -1, 11, 16, 11, -3, -9
51	Cc1ccc(C(=O)NCC(=O)OCC(=O)c2ccc3c(c2)NC(=O)CO3)cc1C
    -4, -13, -6, -23, -10, 5, -2, -1
52	COc1cc(/C=C2/NC(=O)N(Cc3ccccc3F)C2=O)cc(OC)c1OC
    5, -10, -5, -1, -15, 23, -6, 15
53	O=c1[nH][nH]c(C(F)(F)F)c1C=Nc1ccccc1Cl
    -2, -2, -2, 1, 4, 10, 1, 3
54	C(=N\N1CCOCC1)/c1cn(-c2ccccc2)nc1-c1ccccc1
    0, 7, 0, -6, -1, -2, -4, 6
55	CCCN1CCN(C(=O)c2cccc3c2C(=O)N(CCOC)C3)CC1
    1, 3, 3, 1, 2, 6, -4, -5
56	COc1ccc2c(c1)C1=NN(/C(C)=C\C(C)=O)C(c3ccccc3)C1CC2 (stereo not given)
    -14, 11, 8, -57, -7, -30, 30, 15
57	O=C(Nc1cccc(S(=O)(=O)Nc2ccc(Cl)cc2)c1)c1ccc[n+]([O-])c1
    10, 8, -3, -8, 2, 9, -2, -5
58	O=C(CSc1ccccc1F)NC(=O)c1ccccc1Br
    -8, 11, -8, -3, -5, 5, 6, -3
59	COC(=O)c1ccccc1NC(=O)Cn1ccnc1
    3, 1, 3, 3, 4, 7, 0, 2
60	CC(=O)c1c(C)[nH]c(C(=O)Nc2ccc(C)cn2)c1C
    23, 20, -7, -7, 8, -100, -2, 3
61	C=CCS(=O)(=O)N1CCCC(N(C)CCc2ccc(OC)c(OC)c2)C1 (stereo not given)
    3, 4, 3, 15, -2, 4, -9, 0
62	N#CC1=C(N)Oc2cc(N)ccc2C1c1ccc(F)cc1F (stereo not given)
    -18, -3, -6, 20, 8, -18, 5, -2
63	Cc1cc(C)n2nc(SCC(=O)Nc3ccccc3F)nc2n1
    4, 4, -3, 7, 5, 12, -4, -10
64	CCc1c(C)nc(SCCOc2ccc(OC)cc2)[nH]c1=O
    6, 1, 0, 14, -5, -6, 1, 6
65	O=C(O)c1ccc(/C=N\Nc2ccc(S(=O)(=O)N3CCOCC3)cc2[N+](=O)[O-])cc1
    4, -4, -3, -2, -76, -2, 9, -20

Screens (PubChem BioAssay)
